Bioassay records from PubChem BioAssay.
Calpain2 inh: calpain II (pig) inhibition; purified calpain II, fluorogenic peptide substrate, 30 min; inhibition, % at 16 µM; 0.37% of 220,000 active;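 active = inhibition above about 50%, limit read from the data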
TRPML3 ag: human mucolipin-3 channel agonism; HEK293 TRPML3-YFP, Fluo-8 calcium fluorescence; 100% = the carbachol control signal; activation, % at 3 µM; Q8TDD5; 0.29% of 220,000 active; AID 1448;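 active = activation above its plate's cutoff, the mean activation of the plate's test wells plus 3 SD, cut at about 12% in these data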;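 also: 0% = DMSO only wells and 100% = carbachol wells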
Target sequence (Q8TDD5 whole entry, looked up): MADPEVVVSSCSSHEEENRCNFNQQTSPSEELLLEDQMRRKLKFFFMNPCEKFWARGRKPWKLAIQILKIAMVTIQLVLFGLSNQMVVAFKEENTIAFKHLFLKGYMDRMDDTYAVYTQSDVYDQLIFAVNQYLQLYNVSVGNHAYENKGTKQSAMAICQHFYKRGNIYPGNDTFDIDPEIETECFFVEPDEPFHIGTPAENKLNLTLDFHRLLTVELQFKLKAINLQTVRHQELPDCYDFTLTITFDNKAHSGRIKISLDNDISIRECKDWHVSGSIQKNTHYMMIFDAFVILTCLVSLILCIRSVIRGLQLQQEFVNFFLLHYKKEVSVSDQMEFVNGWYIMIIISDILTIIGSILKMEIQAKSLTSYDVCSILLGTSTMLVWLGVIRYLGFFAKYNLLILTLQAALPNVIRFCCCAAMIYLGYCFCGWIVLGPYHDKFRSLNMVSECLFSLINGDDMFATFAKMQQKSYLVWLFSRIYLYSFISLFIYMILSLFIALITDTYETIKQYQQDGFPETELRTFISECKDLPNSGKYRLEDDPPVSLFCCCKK
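Test system – HEK293 line with stable expression of human TRPML3-YFP channel · Control set – carbachol 87 µM final as high control (100%), DMSO as low control (0%) · Signal – Fluo-8 calcium dye fluorescence, ex 470-495, em 515-575 nm · Incubation – 1-h 37 °C dye load, 5-s basal, 120-s post-compound reads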
PERK inh: blocks human PERK kinase; Q9NZJ5; CHO PERK-DD fusion, SEAP luminescence translation reporter; inhibition, % at 5.6 µM; 0.17% of 220,000 active; AID 1416;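 active = inhibition above the mean inhibition of all tested compounds plus 3 SD, set separately per screening campaign, cut at about 2.9% in these data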;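 also: PERK kinase domain activated by AP20187 dimerizer at 100 nM; 0% = DMSO with dimerizer and 100% = rapamycin at 8.4 µM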
S1P4 antagonist: human S1P4 receptor antagonism | S1P4-expressing cells, antagonist mode, reporter read-out | inhibition, % at 4.98 µM | 0.26% of 220,000 active; in the data active = inhibition above about 29%;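 also: 0% = wells stimulated with agonist and 100% = vehicle wells without agonist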
Ba/F3 V617F tox: lowers viability of Ba/F3 cells expressing EpoR and JAK2V617F | ATP luminescence | 1.1% of 220,000 active | inhibition, % at 5.6 µM;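 active = inhibition above the campaign mean plus 3 SD over all tested compounds, cut at about 24% in these data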;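 also: cytokine-independent growth of Ba/F3 cells driven by EpoR plus mutant JAK2; 0% = DMSO-treated cells and 100% = JAK inhibitor I control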
S1P4 agonist: activates the human S1P4 receptor; S1P4-expressing cell line, agonist reporter assay; O95977; activation, % at 4.98 µM; AID 1509; 0.35% of 220,000 active; in the data active = activation above about 11%;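 also: 0% = DMSO vehicle and 100% = reference agonist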
BaF3 parental: counter-screen for JAK2V617F inhibitors: parental Ba/F3 viability inhibitors; CellTiter-Glo ATP luminescence; 1.1% of 220,000 active; inhibition, % at 5.6 µM;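 active = inhibition above a per-campaign cutoff, the mean inhibition of all tested compounds plus 3 SD, cut at about 27% in these data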;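 also: 0% = DMSO wells and 100% = JAK Inhibitor I control wells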
EP2 modulator: modulators of human EP2 prostaglandin E2 receptor; P43116; EP2-expressing cells, cAMP HTRF FRET, PGE2 co-stimulation; induction, % at 25 µM; 0.83% of 260,000 active; AID 940;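 active = compounds whose cAMP rise, as percent of the full-agonist control response, exceeds 60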;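 also: rat C6 glioma line stably carrying human EP2 under a CMV promoter; the protocol text gives 20 µM as final concentration; 100% = response of wells given 1 µM PGE2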
Target sequence (P43116 whole entry, looked up): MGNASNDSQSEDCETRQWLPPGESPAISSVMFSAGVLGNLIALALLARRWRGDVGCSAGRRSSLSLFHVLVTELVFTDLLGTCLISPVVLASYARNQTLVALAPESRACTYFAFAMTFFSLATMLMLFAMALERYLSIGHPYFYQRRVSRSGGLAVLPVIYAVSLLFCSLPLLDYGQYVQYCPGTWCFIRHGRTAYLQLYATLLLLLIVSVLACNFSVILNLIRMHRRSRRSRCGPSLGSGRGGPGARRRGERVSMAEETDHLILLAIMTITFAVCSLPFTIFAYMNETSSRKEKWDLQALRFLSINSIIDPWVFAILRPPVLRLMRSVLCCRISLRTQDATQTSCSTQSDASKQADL
zfTRPN1 agonist: zebrafish TRPN1 (NompC) channel agonism; HEK293 zebrafish TRPN1-YFP, Fluo-8 calcium fluorescence; 100% = response to 87 µM carbachol; activation, % at 3 µM; 0.18% of 220,000 active; AID 1424;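 active = activation above its plate's cutoff, the mean activation of test wells on that plate plus 3 SD, cut at about 19% in these data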;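 also: 0% = DMSO alone and 100% = 87 µM carbachol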
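Material: zebrafish TRPN1-YFP in HEK293 cells; Doses: single test compound dose, 3 µM nominal, 0.3% DMSO; Timing: dye loading 1 h at 37 °C, then 30 min room temperature; Technique: intracellular calcium fluorescence with Fluo-8; Benchmarks: high carbachol 87 µM, low DMSO alone.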
Active calls of the source: *.

Results for CC(=O)N1C(=O)/C(=C2\SC(=S)N(c3c(C)n(C)n(-c4ccccc4)c3=O)C2=O)c2ccccc21 ?
Calpain2 inh: -1; TRPML3 ag: 0.4; PERK inh: 0.5; S1P4 antagonist: 11; Ba/F3 V617F tox: 0; S1P4 agonist: -1.0; BaF3 parental: -1; EP2 modulator: 7; zfTRPN1 agonist: -1.2

What do the screens show for `COc1cccc(OC)c1OCCOc1ccc(C(=O)c2ccccc2)cc1`?
Calpain2 inh: 21; TRPML3 ag: 0.9; PERK inh: -0.4; S1P4 antagonist: 3; Ba/F3 V617F tox: -2; S1P4 agonist: -1.6; BaF3 parental: 13; EP2 modulator: -7; zfTRPN1 agonist: 1.9

Results for COc1cc(/C=N/N=C(/N)c2nonc2N)cc(Br)c1OCc1ccccc1C ?
Calpain2 inh: -38; TRPML3 ag: 0.6; PERK inh: -0.3; S1P4 antagonist: 4; Ba/F3 V617F tox: 2; S1P4 agonist: -3.5; BaF3 parental: 9; EP2 modulator: -15; zfTRPN1 agonist: 0.2

How did CCOC(=O)c1c(NC(=O)C(C)N2CCN(C(=O)c3ccco3)CC2)sc2c1CCCC2 (centres undefined) do in these assays?
Calpain2 inh: 32; TRPML3 ag: -0.6; PERK inh: -0.9; S1P4 antagonist: -16; Ba/F3 V617F tox: 28*; S1P4 agonist: 1.5; BaF3 parental: 4; EP2 modulator: 40; zfTRPN1 agonist: -1.5

Results for COC(=O)CSc1nnc(-c2ccc3c(c2)OCO3)n1C ?
Calpain2 inh: 13; TRPML3 ag: 0.6; PERK inh: 0.2; S1P4 antagonist: -18; Ba/F3 V617F tox: -3; S1P4 agonist: -0.8; BaF3 parental: -4; EP2 modulator: 3; zfTRPN1 agonist: -0.7

What do the screens show for `O=C(COC(=O)c1ccccn1)NC12CC3CC(CC(C3)C1)C2`?
Calpain2 inh: -27; TRPML3 ag: 0.9; PERK inh: 1.1; S1P4 antagonist: 2; Ba/F3 V617F tox: -1; S1P4 agonist: -3.4; BaF3 parental: 1; EP2 modulator: 8; zfTRPN1 agonist: -0.3

What do the screens show for `COc1ccc(C2C(C(=O)N3CCC(C)CC3)c3ccccc3C(=O)N2C)cc1` (centres undefined)?
Calpain2 inh: -8; TRPML3 ag: 0.2; PERK inh: -0.9; S1P4 antagonist: -5; Ba/F3 V617F tox: -3; S1P4 agonist: -0.4; BaF3 parental: 0; EP2 modulator: 19; zfTRPN1 agonist: -0.9

How did Cc1ccc(S(=O)(=O)NNC(=O)c2cnn(-c3ccccc3)c2-n2cccc2)cc1 do in these assays?
Calpain2 inh: 29; TRPML3 ag: -0.1; PERK inh: 1.1; S1P4 antagonist: -14; Ba/F3 V617F tox: -2; S1P4 agonist: -0.9; BaF3 parental: 8; EP2 modulator: -2; zfTRPN1 agonist: -0.4

Results for CC(C)OCCCNC(=O)C1CCC(=O)N1C1CCCC1 (centres undefined) ?
Calpain2 inh: -20; TRPML3 ag: 0.2; PERK inh: 0.9; S1P4 antagonist: -8; Ba/F3 V617F tox: -3; S1P4 agonist: -2.1; BaF3 parental: 2; EP2 modulator: -4; zfTRPN1 agonist: -0.5

How did Cc1cccc[n+]1CCCCCCCCCC[n+]1ccccc1C do in these assays?
Calpain2 inh: -14; TRPML3 ag: 0.3; PERK inh: 0.4; S1P4 antagonist: -7; Ba/F3 V617F tox: 3; S1P4 agonist: 1.1; BaF3 parental: 16; EP2 modulator: 18; zfTRPN1 agonist: 0.6

Results for CCOC(=O)C1(CC2CC2)CCN(C(=O)c2cc(OC)nc3ccccc23)CC1 ?
Calpain2 inh: -3; TRPML3 ag: 0.2; PERK inh: -0.1; S1P4 antagonist: -2; Ba/F3 V617F tox: 1; S1P4 agonist: -0.7; BaF3 parental: 8; EP2 modulator: -5; zfTRPN1 agonist: 0.3

Results for CCOC(=O)/C=C(\C)N1N=C(c2ccccc2)CC1c1ccccc1 (centres undefined) ?
Calpain2 inh: -4; TRPML3 ag: 0.4; PERK inh: 0.7; S1P4 antagonist: 11; Ba/F3 V617F tox: 1; S1P4 agonist: -1.1; BaF3 parental: 5; EP2 modulator: 43; zfTRPN1 agonist: -1.8

What do the screens show for `Cc1ccc(CN2C(=O)CSC2c2cccnc2)cc1` (centres undefined)?
Calpain2 inh: 5; TRPML3 ag: 0.5; PERK inh: -1.2; S1P4 antagonist: 6; Ba/F3 V617F tox: -2; S1P4 agonist: -0.3; BaF3 parental: -2; EP2 modulator: -2; zfTRPN1 agonist: 0.9

What do the screens show for `Cc1cc(C)nc(Nc2ncn[nH]2)n1`?
Calpain2 inh: -7; TRPML3 ag: 0.8; PERK inh: -0.2; S1P4 antagonist: -15; Ba/F3 V617F tox: 0; S1P4 agonist: 2.9; BaF3 parental: 4; EP2 modulator: 11; zfTRPN1 agonist: 0.8

Results for Cn1ncc(N=Cc2ccc([N+](=O)[O-])cc2)c1C(=O)N1CCOCC1 ?
Calpain2 inh: 25; TRPML3 ag: -0.3; PERK inh: 0.6; S1P4 antagonist: 9; Ba/F3 V617F tox: 0; S1P4 agonist: -0.6; BaF3 parental: 7; EP2 modulator: -40; zfTRPN1 agonist: 0.4

Results for Cc1cccc2cc3c(N)c(C#N)sc3nc12 ?
Calpain2 inh: -32; TRPML3 ag: 0.9; PERK inh: 0.4; S1P4 antagonist: 12; Ba/F3 V617F tox: 4; S1P4 agonist: -1.6; BaF3 parental: 7; EP2 modulator: -30; zfTRPN1 agonist: 1.8

How did CCOc1cc(CNn2c(C)nnc2SCC(=O)NC(C)(C)C)ccc1OCC(=O)NC(C)(C)C do in these assays?
Calpain2 inh: 0; TRPML3 ag: 0.6; PERK inh: 0.4; S1P4 antagonist: 6; Ba/F3 V617F tox: 4; S1P4 agonist: -0.2; BaF3 parental: 6; EP2 modulator: 11; zfTRPN1 agonist: 2.1

Results for CCOC(CCn1c(SCc2cccc([N+](=O)[O-])c2)nc2ccccc2c1=O)OCC ?
Calpain2 inh: 18; TRPML3 ag: 0.4; PERK inh: -0.4; S1P4 antagonist: -2; Ba/F3 V617F tox: -2; S1P4 agonist: -0.1; BaF3 parental: 0; EP2 modulator: 54; zfTRPN1 agonist: 0.1

What do the screens show for `CCN1CCc2c(sc(NC(=S)NC(=O)c3ccco3)c2C(N)=O)C1`?
Calpain2 inh: -6; TRPML3 ag: 1.3; PERK inh: 0.8; S1P4 antagonist: 6; Ba/F3 V617F tox: -1; S1P4 agonist: 1.3; BaF3 parental: 0; EP2 modulator: -1; zfTRPN1 agonist: 1.1

Results for COC(=O)c1[nH]c2cc(OC)ccc2c1NC(=O)c1c(F)cccc1F ?
Calpain2 inh: -28; TRPML3 ag: 0.2; PERK inh: -2.0; S1P4 antagonist: -1; Ba/F3 V617F tox: 1; S1P4 agonist: 0.7; BaF3 parental: 2; EP2 modulator: -40; zfTRPN1 agonist: 1.4

How did Cc1c(CC=C(Cl)Cl)c(=O)[nH]c2c(C)cccc12 do in these assays?
Calpain2 inh: 8; TRPML3 ag: 0.3; PERK inh: 0.5; S1P4 antagonist: 9; Ba/F3 V617F tox: 1; S1P4 agonist: 4.1; BaF3 parental: 5; EP2 modulator: 25; zfTRPN1 agonist: 0.4

What do the screens show for `O=C(Nc1ccccc1Sc1ccccc1)C1CCCO1` (centres undefined)?
Calpain2 inh: 7; TRPML3 ag: 0.1; PERK inh: -0.1; S1P4 antagonist: -6; Ba/F3 V617F tox: -2; S1P4 agonist: 2.1; BaF3 parental: 2; EP2 modulator: 48; zfTRPN1 agonist: -0.7

How did Cc1cc(C)n(C(=O)CCN2C(=O)c3ccccc3C2=O)n1 do in these assays?
Calpain2 inh: -4; TRPML3 ag: 0.8; PERK inh: 1.3; S1P4 antagonist: 0; Ba/F3 V617F tox: -6; S1P4 agonist: 1.4; BaF3 parental: -2; EP2 modulator: 24; zfTRPN1 agonist: -0.1

Results for O=[N+]([O-])c1cc(-c2ncccn2)c([N+](=O)[O-])s1 ?
Calpain2 inh: 3; TRPML3 ag: -0.9; PERK inh: -0.4; S1P4 antagonist: 25; Ba/F3 V617F tox: 4; S1P4 agonist: -1.0; BaF3 parental: 2; EP2 modulator: -50; zfTRPN1 agonist: -2.2

Results for Cc1nc(-c2cccc(NC(=O)C3CCCCC3)c2)cs1 ?
Calpain2 inh: -8; TRPML3 ag: -0.2; PERK inh: -0.2; S1P4 antagonist: 0; Ba/F3 V617F tox: -2; S1P4 agonist: -1.9; BaF3 parental: 3; EP2 modulator: -53; zfTRPN1 agonist: 0.5

What do the screens show for `CC1CCc2sc(C(=O)OC(C)C(=O)Nc3ncc(Cl)cc3Cl)cc2C1` (centres undefined)?
Calpain2 inh: 17; TRPML3 ag: 1.4; PERK inh: 0.9; S1P4 antagonist: -4; Ba/F3 V617F tox: 2; S1P4 agonist: -0.2; BaF3 parental: 7; EP2 modulator: 16; zfTRPN1 agonist: 0.5

Results for N#C/C(=C/c1ccc(-c2cc([N+](=O)[O-])ccc2Cl)o1)C(N)=O ?
Calpain2 inh: -80; TRPML3 ag: 0.1; PERK inh: 1.6; S1P4 antagonist: -14; Ba/F3 V617F tox: -8; S1P4 agonist: -0.1; BaF3 parental: -5; EP2 modulator: -2; zfTRPN1 agonist: 0.7

Results for COc1cc([N+](=O)[O-])ccc1NC(=O)COC(=O)C=C(C)C ?
Calpain2 inh: 27; TRPML3 ag: -0.6; PERK inh: -0.5; S1P4 antagonist: 1; Ba/F3 V617F tox: 6; S1P4 agonist: -0.5; BaF3 parental: 9; EP2 modulator: -6; zfTRPN1 agonist: -1.2

What do the screens show for `Cn1c(NC(=O)c2cc(Cl)ccc2Cl)cc(=O)n(C)c1=O`?
Calpain2 inh: -33; TRPML3 ag: 0.6; PERK inh: 0.4; S1P4 antagonist: -12; Ba/F3 V617F tox: -1; S1P4 agonist: -1.3; BaF3 parental: -2; EP2 modulator: -15; zfTRPN1 agonist: 0.3

Results for O=C(O)C1(c2ccccc2)CCN(S(=O)(=O)c2ccc(Cl)s2)CC1 ?
Calpain2 inh: 10; TRPML3 ag: -0.3; PERK inh: -0.5; S1P4 antagonist: -14; Ba/F3 V617F tox: 2; S1P4 agonist: 1.6; BaF3 parental: -2; EP2 modulator: 13; zfTRPN1 agonist: 1.7

Results for Clc1ccc(-c2nc(-c3cnccn3)no2)cc1 ?
Calpain2 inh: -20; TRPML3 ag: 0.8; PERK inh: -0.1; S1P4 antagonist: 13; Ba/F3 V617F tox: -2; S1P4 agonist: 0.0; BaF3 parental: 3; EP2 modulator: 11; zfTRPN1 agonist: 2.4

How did Cc1ccc(S(=O)(=O)NCC(=O)N(CC(=O)NCc2ccco2)Cc2ccc3c(c2)OCO3)cc1 do in these assays?
Calpain2 inh: 1; TRPML3 ag: 0.0; PERK inh: -0.2; S1P4 antagonist: -11; Ba/F3 V617F tox: 2; S1P4 agonist: -0.3; BaF3 parental: 5; EP2 modulator: 2; zfTRPN1 agonist: -0.1
